GLP1R inv ag – inverse agonists of human GLP-1 receptor; P43220; HEK293 GLP-1R CRE-luciferase, luminescence, 24 h; GLP-1R form is constitutively active; Potency, µM (doses to about 38.3 µM), inactives show at the top dose activity change, negative = inhibition, hits mostly inhibitors; 410,000 tested, 1.6% active; further: potency means the concentration at half of the fitted maximal effect; on the % scale 0 is the no-effect control and ±100 the full control effect; nearly all actives have a fitted effect of over 55% in size
Target sequence (P43220 whole entry, looked up): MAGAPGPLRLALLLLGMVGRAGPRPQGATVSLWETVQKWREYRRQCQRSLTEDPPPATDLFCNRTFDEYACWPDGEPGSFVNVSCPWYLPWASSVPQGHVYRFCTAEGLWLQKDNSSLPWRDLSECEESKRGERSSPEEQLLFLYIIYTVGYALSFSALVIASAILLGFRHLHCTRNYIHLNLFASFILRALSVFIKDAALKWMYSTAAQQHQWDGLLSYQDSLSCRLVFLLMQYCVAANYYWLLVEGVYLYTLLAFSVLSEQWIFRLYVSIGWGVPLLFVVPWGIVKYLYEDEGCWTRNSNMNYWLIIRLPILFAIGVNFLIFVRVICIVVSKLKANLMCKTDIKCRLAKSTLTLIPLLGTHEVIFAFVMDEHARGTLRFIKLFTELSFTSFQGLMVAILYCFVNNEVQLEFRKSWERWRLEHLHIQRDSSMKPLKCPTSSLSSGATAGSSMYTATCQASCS
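GLP-1R inverse agonism mode: basal reporter luminescence in engineered HEK293 cells measured after one day of compound exposure at 37 deg C, with a 12 min room-temperature detection step.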
KB-V1 cytotox – KB-V1 MDR subline cytotoxicity; KB-V1 MDR cells viability, CellTiter-Glo, 72 h; Potency, µM (highest dose often 46.1 µM), for inactives: top-dose activity change, negative = cytotoxicity, actives largely listed as cytotoxic; 400,000 tested, 3.4% active; AID 1347076; further: potency means the concentration at half of the fitted maximal effect; on the % scale 0 is the no-effect control and ±100 the full control effect; nearly all actives have a fitted effect of over 60% in size
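Drug-selected KB-V1 cells, grown in DMEM lacking phenol red with 10% FBS, receive compound titrations; after three days at 37 degrees C, surviving cell ATP is quantified by CellTiter-Glo luminescence and responses normalized and curve-fitted.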
D3 ag – activates the human D3 dopamine receptor; max activation, %; P35462; D3R DiscoveRx beta-arrestin cells, luminescence, 90 min; 410,000 tested, 0.58% active; in the data active means max activation above about 30%; further: 0% is about no effect; mostly tested at two doses, the higher about 12 µM
Target sequence (P35462 whole entry, looked up): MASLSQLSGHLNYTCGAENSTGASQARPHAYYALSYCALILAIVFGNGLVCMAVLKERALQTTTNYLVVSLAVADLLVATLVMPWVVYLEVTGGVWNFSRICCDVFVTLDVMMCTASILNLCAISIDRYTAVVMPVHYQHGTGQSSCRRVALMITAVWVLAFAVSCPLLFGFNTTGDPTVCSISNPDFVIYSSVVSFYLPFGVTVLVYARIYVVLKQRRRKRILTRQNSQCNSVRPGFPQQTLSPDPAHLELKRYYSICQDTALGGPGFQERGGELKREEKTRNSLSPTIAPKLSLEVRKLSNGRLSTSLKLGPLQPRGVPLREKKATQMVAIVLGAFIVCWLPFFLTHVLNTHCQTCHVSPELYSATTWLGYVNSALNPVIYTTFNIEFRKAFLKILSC
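Cells at 1500/well, incubated overnight, then treated with pinned compounds (dopamine as control) for 90 min at 37 degrees C. DiscoveRx reagent added for 30 - 60 minutes at room temperature; luminescence read.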
GLP-1R agonist – GLP-1 receptor (human) agonism. HEK293 GLP-1R CRE-luciferase, luminescence, 4-6 h; cells express a hypersensitive GLP-1R form. Potency, µM (titrated, usually from 45.6 µM), for inactives: at the highest dose activation, actives largely listed as activators. 380,000 tested, 0.007% active; further: potency means the concentration at half of the fitted maximal effect; % of control where 0% means no effect
PTHR1 agonist – PTHR1 (human) receptor agonism; Q03431; HEK293 GP2 PTHR1 cells, GloSensor cAMP luminescence, 1 h; Potency, µM (top dose mostly 115 µM), inactives show at the top dose activation, usual class: activators; 410,000 tested, 0.075% active; AID 743266; further: potency means the concentration at half of the fitted maximal effect; nearly all actives have a fitted effect of over 55% in size; some results filed as inactive show a strong effect at the top dose; inactives centre near -15; many of its hits are not listed in these tables
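HEK-293-derived GP2 cells expressing PTHR1 and a GloSensor cAMP reporter, 3,000/well, plated overnight, given luciferin plus IBMX (each 0.5 mM as added) for 1 h at 37 °C, then compound for 1 h at 37 °C. Luminescence was read after 15 min at room temperature.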
TDP43 rescue – TDP-43 toxicity inhibition in yeast. 410,000 tested, 1.8% active. TDP-43 expressing yeast growth rescue, BacTiter-Glo, 24 h. Potency, µM (top dose mostly 46.1 µM), without a hit: at the top dose growth rescue (activation), actives largely listed as activators; further: potency means the concentration at half of the fitted maximal effect; % of control where 0% means no effect; nearly all actives have a fitted effect of over 50% in size
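In this qHTS, compounds that restore growth of yeast expressing TDP-43 appear as activators. Cells (OD600=0.02, galactose medium, raffinose-pregrown) are incubated with compound 24 hr at 30 deg C and growth is quantified by BacTiter-Glo.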
DRD3 antagonist – D3 dopamine receptor (human) antagonism | 360,000 tested, 2.5% active | max response, negative = inhibition, % | D3R cells, DiscoveRx beta-arrestin luminescence, antagonist mode; active compounds read low; in the data active means max response below about -50%; inconclusive means no clear call, values can overlap the other calls; further: on the % scale 0 is the no-effect control and ±100 the full control effect; mostly tested at two doses, the higher about 12 µM
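Cells expressing the human receptor were seeded at 1500 cells/well, incubated overnight at 37 degrees C in 5% CO2, then exposed to library compounds with dopamine controls for 90 minutes at 37 degrees C before luminescent detection.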
aSyn yeast inh – inhibitors of alpha-synuclein toxicity in yeast; Potency, µM (doses to about 46.1 µM), inactives show at the top dose growth rescue (activation), actives largely listed as activators; 370,000 tested, 0.14% active; Yeast expressing alpha-synuclein, growth rescue, BacTiter-Glo, 24 h; further: potency means the concentration at half of the fitted maximal effect; % of control where 0% means no effect; nearly all actives have a fitted effect of over 65% in size
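Rescue of yeast growth: cells expressing toxic alpha-synuclein, induced in galactose at OD600 0.02, incubated with compound 24 h at 30 C. ATP luminescence quantified growth; inhibitors of toxicity appear as activators.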
GLP1R cytotox – cytotoxic in the GLP-1 receptor inverse agonist counter-screen | HEK293 cAMP-luciferase reporter cells, luminescence, 24 h | Potency, µM (highest dose often 38.3 µM), inactives show at the top dose activity change, negative = inhibition, most hits filed as inhibitors | 410,000 tested, 0.13% active | AID 624418;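 further: loss of luciferase light is scored as toxicity; potency means the concentration at half of the fitted maximal effect; on the % scale 0 is the no-effect control and ±100 the full control effect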
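To flag toxic compounds, the library was rerun on cells for 24 hr at 37 deg C and 5% CO2. Viability-linked luminescence was captured 12 min after adding luciferase detection reagent.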
Numbers without * were called inactive; i = inactive; ? = inconclusive; / = no result given; [ ] = another dose, or the depositor's remark. Unless noted, the call rests on the fitted dose curve; in most records, active means well fitted curve in the direction sought with a large enough effect; inconclusive means small, poorly fitted or top-dose-only effect, or another doubt; inactive means no such curve, though single readings can be large; an effect the other way counts as inactive or inconclusive. Not all compounds are listed; rates above refer to the full screens.

Each structure is followed by: TDP43 rescue, GLP1R inv ag, D3 ag, GLP-1R agonist, DRD3 antagonist, PTHR1 agonist, aSyn yeast inh, GLP1R cytotox, KB-V1 cytotox
O=C(CN1CCN(C(=O)c2ccco2)CC1)Nc1cc(Cl)ccc1Cl
  0%, -12%, 5, -7%, 23, -25%, 3%, -16%, -12%
O=C(CSc1nncs1)Nc1ccc(S(=O)(=O)N2CCCC2)cc1
  /, -12%, 14, 1%, 17, i, 0%, 8%, -10%
O=C(NCCCCNC(=O)c1cccs1)c1cccs1
  -18%, 0%, 2, 2%, -6, -6%, -2%, -1%, -5%
O=C(c1ccccc1)c1ccc(N2CCOCC2)c(F)c1
  -14%, 0%, -8, 5%, ?, -5%[57.5 µM], 0%, 6%, 21µM*
c1ccc(-c2nnc(-c3ccccn3)c(-c3ccccn3)n2)nc1
  -6%, 21%, 19, -1%, 6, -15%, -4%, -15%, -1%
COc1ccccc1NC(=O)N1CCN(C(=O)c2ccco2)CC1
  7%, -9%, 7, 8%, 1, i, 1%, -24%, 1%
CCOC(=O)c1ccc(NC(=O)CCCc2nc(-c3ccccc3Cl)no2)cc1
  ?, ?, -2, /, /, -24%, /, 0%, -9%
Cc1occc1C(=O)NC(C)C1CCCO1 (stereo not given)
  -17%, 0%, -1, -11%, 25, -1%, 4%, 1%, -3%
O=c1[nH]c([N+](=O)[O-])nn1C(c1ccccc1)c1ccccc1
  2%, -17%, -12, -2%, -27, -23%, 1%, 17%, -14%
CCC(Sc1nc(-c2ccccc2)c(C#N)c(=O)[nH]1)C(=O)Nc1cc(C)on1 (stereo not given)
  -9%, -1%, 4, -6%, 3, i, 2%, -8%, -2%
COC(=O)Cc1ccc(NC(=S)NCc2cccc(OC)c2)cc1
  13%[9.22 µM], 4%[7.66 µM], 4, 9%, 2, -19%, 7%, -3%[7.66 µM], -12%
CCC(Sc1nc2ncccc2[nH]1)C(=O)Nc1cccc(OC)c1 (stereo not given)
  20%, -1%, -11, /, /, i, /, -8%, /
CC(=O)OCC(=O)C1(O)CCC2C3CC(C)C4=CC(=O)C=CC4(C)C3(F)C(O)CC21C (stereo not given)
  -12%, ?, 8, 7%, 6, -18%, -4%, -8%, -1%
COc1ccccc1Nc1nc(N)nc(CN(C)C2CCCCC2)n1
  10%, 4%, 2, 0%, 2, -4%[57.5 µM], 1%, -6%, -7%
COC(=O)c1ccc(NC(=S)NCCC2=CCCCC2)cc1
  -7%, ?, -14, 3%, -23, -34%[inhibitor], -11%, -17%, 0%
O=C(NCCCN1CCOCC1)c1sc2cc(Cl)ccc2c1Cl
  19%, -7%, -5, 2%, 3, i, 4%, -2%, -15%
O=S(=O)(Nc1cccc(C(F)(F)F)c1)c1ccc(NS(=O)(=O)c2ccc3c(c2)OCCO3)cc1
  23%, ?, -5, -3%, /, -9%, /, -6%, 0%
NCc1oc(-c2ccccc2)cc1C(=O)O
  -4%, -20%, 2, 0%, 1, i, 2%, 10%, 23%
Cc1nc2ccccc2c(=O)n1Cc1ccco1
  15%, 0%, 2, -3%, 1, i, 12%, 6%, -3%
Cn1cnnc1SCC(=O)NN(c1ccccc1)c1ccccc1
  -13%[0.397 µM], 1%, 1, 4%, 17, i, 2%, -1%, -11%
Cc1ccc2oc(C(=O)Nc3ccc(S(=O)(=O)Nc4nccc(C)n4)cc3)cc(=O)c2c1
  20%, 5%, -10, /, /, -2%, /, 22%, 28%
O=C(Cn1cnc2c(nnn2Cc2ccc(F)cc2)c1=O)N1CCN(c2ccccc2)CC1
  11%, 1%, 5, 0%, 1, -15%, 9%, -3%, 9.2µM*
CSCCC(C)N1CCC(Oc2ccc(C(=O)N3CCCC3)cc2)CC1 (stereo not given)
  0%, -19%, -26, -1%, 8, -3%, -2%, -7%, -14%
CCOc1ccccc1N(CC(=O)NCc1ccccc1)C(=O)CCC(=O)Nc1cc(C)ccn1
  -8%, 22%, 7, 7%, 0, i, 1%, 3%, ?
COc1ccc2c(c1)C1CC(C)(NC(=O)C1C(=O)c1ccccc1)O2 (stereo not given)
  13%, -22%, -5, -1%, -29, i, 0%, -10%, 3%
CCN1C(=O)[C@H]2[C@@H](c3ccc(-c4ccc(Cl)c(Cl)c4)cc3)N[C@@](C)(C(=O)OC)[C@H]2C1=O
  20µM*, -13%, -20, 0%, ?, -8%, -9%, -4%, ?
COc1ccc(-c2cc3nc(-c4ccc(Br)cc4)cc(C(F)(F)F)n3n2)cc1
  17%, 6%, 9, /, /, i, /, 16%, 0%
CCCCCCCN1N=C(C)C(C(=O)c2ccccc2)C1=O (stereo not given)
  -25%, -18%, 4, -11%, -25, -20%, -2%, -3%, ?
Cc1cc(Cl)ccc1OCC(=O)N[C@@H](Cc1ccccc1)c1nc2ccccc2[nH]1
  -18%, ?, -3, -2%, -19, -47%[inhibitor], 1%, -6%, ?
Cc1sc2nc(CN3CCOCC3)nc(N3CCN(S(=O)(=O)c4ccccc4)CC3)c2c1C
  5%, -29%, -1, 0%, -7, i, -1%, -17%, -14%
CC1CCC(NC(=O)CCNC(=O)c2ccccc2)CC1 (stereo not given)
  -14%, -9%, -11, -2%, -7, -12%, -4%, -4%, 8%
CC1CCCC(C)N1C(=O)COC(=O)CCC(=O)c1cccs1 (stereo not given)
  0%, -16%, 3, 6%, 8, i, 11%, -2%, 13%
N/C(=N\OC(=O)CCCN1C(=O)c2ccccc2C1=O)c1ccc(Br)cc1
  15%, -7%, 8, -1%, 18, -37%[inhibitor], -19%, 6%, -25%
OCCCn1c(C2CCCN2c2nc(-c3ccc(Cl)cc3)cs2)nc2cc(Cl)c(Cl)cc21 (stereo not given)
  ?, ?, 8, -6%, 0, -17%, 10%, ?, 0%
COc1cc(NC(=O)c2ccc(COc3ccccc3Br)o2)cc(OC)c1OC
  ?, ?, 6, -10%, 1, -17%, 1%, ?, 7.3µM*
CCN(Cc1ccccc1)S(=O)(=O)c1c(C(=O)N2CCCC2)c(C)n(C)c1C
  -5%, 9%, -2, 4%, -4, i, -7%, -6%, -17%
COc1cccc(NC(=S)N2CCN(Cc3ccccc3)CC2)c1
  7%, -24%, -2, 1%, -4, -31%[inhibitor], -6%, -13%, -9%
CS(=O)(=O)N(CC(=O)Nc1ccccc1)Cc1ccc(Cl)cc1
  -12%, -9%, -23, 3%, -8, i, 0%, 3%, -20%
CCN(CC(=O)Nc1c(F)cccc1F)C(=O)C1CCN(C(=O)c2ccc(Cl)cc2)CC1
  15%, 0%, -4, 13%, -19, i, -2%, 13%, -23%
Cc1oc2c(cc(NS(=O)(=O)c3ccc(F)cc3)c3ccccc32)c1C(=O)OCc1ccccc1
  27%, ?, 10, /, /, i, /, ?, 21%
COCCNC(=O)C(C)OC(=O)c1cc2sccc2n1C (stereo not given)
  10%, 9%, 2, -7%, 5, i, 3%, -9%, -10%
COc1ccc(NC(=S)N2CCC(C(=O)c3ccc(C)cc3)CC2)cc1
  21%, ?, -8, 7%, -7, -16%, -10%, -9%, 9%
CC(C)CCN1CCNC(=O)C1CC(=O)Nc1ccc(F)cc1 (stereo not given)
  -11%, -4%, -5, -4%, 8, 4%[57.5 µM], -1%, 2%, -22%
CCNc1nc(OC)nc(SCC(N)=O)n1
  2%, 0%, 4, -13%, 0, i, -10%, -9%, 16%
O=[N+]([O-])c1ccc(Sc2n[nH]c(-c3ccncc3)n2)nc1
  5%, -9%, 0, -6%, -9, i, -5%, -8%, 2%
NS(=O)(=O)c1ccc(NC(=S)NC(=O)/C=C/c2ccco2)cc1
  -8%, 17%, -4, -17%, -16, i, -2%, -6%, 4%
Nc1nc(NCCO)nc(NCc2ccccc2)c1[N+](=O)[O-]
  -14%, 131%[activator], 2, 28%, -21, i, -2%, 8%, 8%
CCS(=O)(=O)N1CCN(S(=O)(=O)c2ccc(Cl)s2)CC1
  11%, -10%, 5, -2%, 2, -6%, -4%, -27%, -18%
Cc1nn(Cc2ccccc2)c(Cl)c1C(=O)NCCc1ccccc1
  ?, ?, -3, 13%, -10, -74%[inhibitor], 6%, 20%, 4%
CCOc1ccc(NC(=O)Cn2nnc(C(=O)NCc3ccc(OC)cc3)c2N)cc1
  -11%, 10%, 2, -1%, -7, i, -3%, -7%, 17%
CCCCN(C=O)c1c(CC)nc2c(OCCn3cccc3)cccn12
  -5%, 9%, -13, 7%, -82*, -14%, -5%, 0%, -6%
O=[N+]([O-])c1[nH]cnc1/C=C/c1ccccc1
  -5%, 20%, -5, 2%, -4, -22%, -2%, -11%, ?
CC1(C)CC(=O)C2=C(C1)N(c1ccc(F)cc1)C(N)=C(C#N)C2c1cccs1 (stereo not given)
  5%, -8%, -1, 5%, -28, -17%[57.5 µM], 0%, 10%, ?
O=C(Nc1ccc(F)cc1)C(c1ccnc2ccccc12)N1CCN(C(=O)c2ccco2)CC1 (stereo not given)
  -5%, 20%, -8, /, -24, -3%, 2%, 9%, -19%
O=C1CC(NS(=O)(=O)c2ccc([N+](=O)[O-])cc2)CN1c1ccc2c(c1)OCCO2 (stereo not given)
  11%, -1%, -8, -6%, -3, i, -5%, 17%, 4%
O=C(NCCCN1CCOCC1)C(=O)NCc1ccccc1Cl
  /, -3%, -5, -2%, 5, -22%, -10%, -11%, -25%
O=C(CCCCCn1c(=O)[nH]c2ccsc2c1=O)N1CCCCC1
  8%, 15%, -1, 0%, -3, -5%[57.5 µM], 2%, 10%, 14%

Nothing new here: entries from further up.
Each structure is followed by: TDP43 rescue, GLP1R inv ag, D3 ag, GLP-1R agonist, DRD3 antagonist, PTHR1 agonist, aSyn yeast inh, GLP1R cytotox, KB-V1 cytotox
O=C(NCCCN1CCOCC1)C(=O)NCc1ccccc1Cl
  /, -3%, -5, -2%, 5, -22%, -10%, -11%, -25%
O=C(CCCCCn1c(=O)[nH]c2ccsc2c1=O)N1CCCCC1
  8%, 15%, -1, 0%, -3, -5%[57.5 µM], 2%, 10%, 14%

Bioassay records (PubChem BioAssay)
